EPAC1 antagonist – qHTS for Antagonist of cAMP-regulated guanine nucleotide exchange factor 3 (EPAC1): primary screen | Potency, µM (titrated, usually from 115 µM), for inactives: top-dose activity change, negative = inhibition, most hits filed as inhibitors | 360,000 compounds, 0.14% hits | Rap guanine nucleotide exchange factor 3 (Homo sapiens), O95398 | EPAC1 GEF assay, Rap1b-BODIPY-GDP exchange fluorescence;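 further: potency means the concentration at half of the fitted maximal effect; plate controls were vehicle for no effect and positive control for full effect; nearly all actives have a fitted effect of over 50% in size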
PLK1 PBD inh – qHTS for Inhibitors of PLK1-PDB (polo-like kinase 1 - polo-box domain): Primary Screen; Potency, µM, for inactives: max response, negative = inhibition, hits mostly inhibitors; 360,000 compounds, 2.8% hits; Plk1 PBD binding of FITC phosphopeptide, fluorescence polarization; Serine/threonine-protein kinase PLK1 (Homo sapiens), P53350; further: potency means the concentration at half of the fitted maximal effect; series mostly up to about 57 µM; on the % scale 0 is the no-effect control and ±100 the full control effect; nearly all actives have a fitted effect of over 65% in size
GLP1R cytotox – qHTS of GLP-1 Receptor Inverse Agonists: Cytotox Screen; HEK293 cAMP-luciferase reporter cells, luminescence, 24 h; Potency, µM (doses to about 38.3 µM), for the others: at the top dose activity change, negative = inhibition, usual class: inhibitors; 410,000 compounds, 0.13% hits; AID 624418, 2012;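 further: loss of luciferase light is scored as toxicity; potency means the concentration at half of the fitted maximal effect; on the % scale 0 is the no-effect control and ±100 the full control effect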
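To flag toxic compounds, the library was rerun on cells for 24 hr at 37 deg C and 5% CO2. Viability-linked luminescence was captured 12 min after adding luciferase detection reagent.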
GLP-1R agonist – qHTS of GLP-1 Receptor Agonists; 380,000 compounds, 0.007% hits; Glucagon-like peptide 1 receptor (Homo sapiens), P43220; HEK293 GLP-1R CRE-luciferase, luminescence, 4-6 h; cells express a hypersensitive GLP-1R form; Potency, µM (series often up to 45.6 µM), inactives show at the top dose activation, actives largely listed as activators; further: potency means the concentration at half of the fitted maximal effect; % of control where 0% means no effect
EPAC1 agonist – qHTS for Agonist of cAMP-regulated guanine nucleotide exchange factor 3 (EPAC1): primary screen; Rap guanine nucleotide exchange factor 3 (Homo sapiens), O95398; EPAC1 agonist qHTS, biochemical assay; response scale: 100% = response to 6.5 mM cAMP; Potency, µM (highest dose often 154 µM), for inactives: at the highest dose activation, hits mostly activators; 360,000 compounds, 0.073% hits; AID 720707, 2013; further: potency means the concentration at half of the fitted maximal effect; nearly all actives have a fitted effect of over 60% in size
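Fluorescent GDP-exchange assay: 100 nM EPAC1 with 250 nM Rap1B preloaded with BODIPY-GDP and 50 uM GDP; compounds tested as concentration series, 5 min at room temperature, then read every 5 min for 30 min (ex 480/em 540 nm); normalized to 6.5 mM cAMP.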
IL-2 act – qHTS of IL-2 Activators; activation, % (series mostly up to about 46 µM); IL-2 activation reporter assay, cell-based qHTS; stimulated with anti-CD3/CD4/CD28 beads; in transgenic mouse T cells; 360,000 compounds, 0.065% hits; in the data active means activation above about 50%; inconclusive means mostly about 30% to 49%; further: 0% is about no effect
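Unstimulated transgenic mouse T cells preincubated 60 min with compound, then stimulated with anti-CD3/anti-CD4-coated beads plus anti-CD28 for 18 h at 37 degrees C. IL-2 response read as EGFP and DsRed fluorescence by plate cytometry.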
PI5P4K alpha inh – qHTS for Inhibitors of phosphatidylinositol 5-phosphate 4-kinase (PI5P4K); Phosphatidylinositol 5-phosphate 4-kinase type-2 alpha (Homo sapiens), P48426; PI5P4Kalpha enzyme, ADP-Glo luminescence, 60 min; active compounds read low; max response, %; 330,000 compounds, 1.2% hits; AID 652105, 2013; active means max response of -50% or lower; inconclusive means between -30% and -50%; inactive means -30% or higher; further: value at the top dose of about 77 µM; on the % scale 0 is the no-effect control and ±100 the full control effect
Target sequence (P48426 whole entry, looked up): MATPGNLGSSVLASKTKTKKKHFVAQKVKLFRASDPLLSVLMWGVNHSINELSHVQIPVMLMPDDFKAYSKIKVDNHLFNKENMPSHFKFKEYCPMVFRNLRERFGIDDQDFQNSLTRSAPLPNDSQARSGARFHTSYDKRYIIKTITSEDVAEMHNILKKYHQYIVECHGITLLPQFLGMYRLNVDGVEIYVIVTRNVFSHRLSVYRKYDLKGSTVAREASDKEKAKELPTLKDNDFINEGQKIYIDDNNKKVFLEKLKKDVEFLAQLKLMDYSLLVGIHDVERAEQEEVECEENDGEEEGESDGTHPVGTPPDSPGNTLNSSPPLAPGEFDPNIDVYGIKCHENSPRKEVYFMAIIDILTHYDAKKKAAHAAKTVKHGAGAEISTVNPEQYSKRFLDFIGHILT
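Reactions run in 0.038 M HEPES pH 7.4, 0.28 mM EGTA, 0.1% CHAPS and 5% DMSO, with PI5P4Kalpha, substrate, compound and 5 microM ATP final, one hour at room temperature. Readout is ADP-Glo luminescence.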
PTHR1 ag – qHTS for PTHR1 Agonists: Primary Screen; 410,000 compounds, 0.075% hits; Parathyroid hormone/parathyroid hormone-related peptide receptor (Homo sapiens), Q03431; HEK293 GP2 PTHR1 cells, GloSensor cAMP luminescence, 1 h; AID 743266, 2014; Potency, µM (series often up to 115 µM), for the others: top-dose activation, hits mostly activators; further: potency means the concentration at half of the fitted maximal effect; nearly all actives have a fitted effect of over 55% in size; some results filed as inactive show a strong effect at the top dose; inactives centre near -15; many of its hits are not listed in these tables
Target sequence (Q03431 whole entry, looked up): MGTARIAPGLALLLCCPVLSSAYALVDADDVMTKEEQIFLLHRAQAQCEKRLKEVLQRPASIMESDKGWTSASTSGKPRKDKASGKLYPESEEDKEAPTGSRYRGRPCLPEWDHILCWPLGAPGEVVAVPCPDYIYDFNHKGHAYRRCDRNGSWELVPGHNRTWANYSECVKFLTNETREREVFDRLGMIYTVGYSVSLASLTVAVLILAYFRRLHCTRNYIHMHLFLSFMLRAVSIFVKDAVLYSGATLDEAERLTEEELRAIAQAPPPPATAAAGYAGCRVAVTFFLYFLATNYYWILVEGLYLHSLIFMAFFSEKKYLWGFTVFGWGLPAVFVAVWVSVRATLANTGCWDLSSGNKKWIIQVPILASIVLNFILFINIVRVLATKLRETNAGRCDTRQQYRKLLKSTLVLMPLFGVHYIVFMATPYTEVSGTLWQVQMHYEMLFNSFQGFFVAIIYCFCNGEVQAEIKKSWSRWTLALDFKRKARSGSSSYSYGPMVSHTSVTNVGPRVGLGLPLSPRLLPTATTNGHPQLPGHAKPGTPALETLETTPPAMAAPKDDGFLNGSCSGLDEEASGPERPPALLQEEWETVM
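HEK-293-derived GP2 cells expressing PTHR1 and a GloSensor cAMP reporter, 3,000/well, plated overnight, given luciferin plus IBMX (each 0.5 mM as added) for 1 h at 37 °C, then compound for 1 h at 37 °C. Luminescence was read after 15 min at room temperature.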
GLP-1R inv ag – qHTS of GLP-1 Receptor Inverse Agonists (Inhibition Mode) | Glucagon-like peptide 1 receptor (Homo sapiens), P43220 | HEK293 GLP-1R CRE-luciferase, luminescence, 24 h; GLP-1R form is constitutively active | Potency, µM (highest dose often 38.3 µM), without a hit: top-dose activity change, negative = inhibition, actives largely listed as inhibitors | 410,000 compounds, 1.6% hits; further: potency means the concentration at half of the fitted maximal effect; on the % scale 0 is the no-effect control and ±100 the full control effect; nearly all actives have a fitted effect of over 55% in size
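Stable HEK293 clone (constitutively active GLP-1R + cAMP-response luciferase); 200 cells/uL plated, 12 h pre-culture, compound 24 hr, 37 deg C/5% CO2; detection reagent 12 min RT; luminescence.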
* hit, by the source's call; i = inactive; ? = inconclusive; nt = not tested or not shown; & = joins results of further samples; [ ] = another dose, or the depositor's remark. Unless noted, the call rests on the fitted dose curve; in most records, active means well fitted curve in the direction sought with a large enough effect; inconclusive means small, poorly fitted or top-dose-only effect, or another doubt; inactive means no such curve, though single readings can be large; an effect the other way counts as inactive or inconclusive. This is a subset; count on the stated rates, not on these rows.

SMILES,EPAC1 antagonist,PLK1 PBD inh,GLP1R cytotox,GLP-1R agonist,EPAC1 agonist,IL-2 act,PI5P4K alpha inh,PTHR1 ag,GLP-1R inv ag
Cc1ccccc1Cn1c(=O)n(CCc2ccccc2)c(=O)c2ccccc21,nt,nt,4%,0%,nt,nt,nt,-44%[inhibitor],12%
COC(=O)c1cc2nc(-c3ccccc3)cc(C(F)(F)F)n2n1,5%,-2%,19%,0%,4%,-2.1,nt,?,3%
COc1ccc(CN2C(=O)c3ccccc3C2C(=O)NC2CCCC(C)C2C)c(OC)c1 (configuration not stated),0%,4%,5%,-2%,-10%,-0.3,0,i,10%
CCOc1ccc(C(=O)N2CCCC2)cc1,2%,-6%,4%,-2%,7%,-0.3,nt,i,0%
O=C(Nc1ccc(F)cc1)C1C2CCC3C(CCC21)C3(Cl)Cl (configuration not stated),-14%,-1%,?,-1%,8%,-1.0,1,-89%[inhibitor],?
O=C(c1ccccc1)c1nnc(-c2ccccc2F)o1,-20%,0%,1%,-22%,7%,-0.9,-1,-6%,-1%
O=C(CN1C(=O)/C(=C/c2cccc(Br)c2)SC1=S)NCCCN1CCOCC1,-14%,?,-4%,2%,10%,1.6,-14,-1%,12%
CCN(CC)CCCn1c(=S)[nH]c2cc(C(=O)OC)ccc2c1=O,10%,-6%,2%,-12%,1%,0.3,nt,i,0%
COc1ccc(OC)c(-c2csc(NC(=O)C3=NNC(=O)CC3)n2)c1,-1%,-15%,-10%,6%,-2%,0.0,-1,i,7%
CN(c1ccccc1)S(=O)(=O)c1ccc(Cl)c(C(=O)Nc2ccc(-c3nc4ccccc4[nH]3)cc2)c1,-3%,8%,18%[1.53 µM],-11%,-11%,1.3,-4,0%,?
CC(NC(=O)c1ccco1)c1nc(-c2ccc(C(C)(C)C)cc2)no1 (configuration not stated),-7%,0%,-21%,19%,9%,-0.7,1,-10%,10µM*
COc1ccccc1CC(=O)Nc1cc(OC)c(NC(=O)c2ccccc2)cc1OC,-13%,-3%,-14%,30%,12%,-1.6,1,-5%,-13%
CCOC1=C2CN(S(=O)(=O)c3ccc(C)cc3)[C@@H](c3ccc(CC)cc3)C[C@H]2[C@H]2C(=O)N(c3ccccc3)C(=O)[C@H]2C1,-25%,0%,1%,-6%,-10%,-0.2,2,-12%,8%
Cc1cc(C(=O)Nc2ccccn2)cs1,7%,1%,-25%,-15%,-8%,-1.1,nt,-16%,-6%
O=C(CN1C(=O)COc2ccc(Cl)cc21)N1CCOCC1,13%,2%,-32%,1%,10%,-2.1,-4,i,6%
Cc1ccc2[nH]c3c(=O)n(CCC4=CCCCC4)cnc3c2c1,17%,-8%,-14%,-1%,11%,6.3,-2,i,11%
N#Cc1ccc(-c2nc3ccc(Br)cc3c(=O)n2O)cc1,3%,-2%,2%,-1%,10%,-3.3,3,-28%,3%
CCCn1c(O)c(N=NC(=O)c2cccnc2)c2cc(Br)ccc21,-1%,-2%,1%,7%,-4%,-1.6,1,i,41%[activator]
CC(C)(C)OC(=O)NCCCCCNC(=O)c1nc[nH]c1C(=O)NCCCCCNC(=O)OC(C)(C)C,-4%,-4%,-7%,-9%,-34%[inhibitor],0.1,7,-43%[inhibitor],9%
Cc1ccccc1-n1nc2c(c1NC(=O)c1ccc(S(=O)(=O)N(C)C)cc1)CSC2,-14%,-2%,0%,1%,12%,-0.2,nt,-8%[57.5 µM],4%
O=C(CCNS(=O)(=O)c1cccc2nsnc12)NCCC1=CCCCC1,-1%,-3%,14%,16%,1%,-0.9,nt,-54%[inhibitor],-2%
CCOc1ccc(C(C)C)cc1S(=O)(=O)N1CCN(C(=O)c2ccco2)CC1,8%,4%,2%,12%,-5%,0.5,-2,-10%,-21%
CC1CCN(c2ccc(C(=O)N3CCOCC3)cc2[N+](=O)[O-])CC1,-4%,-1%,-22%,7%,3%,-0.3,-1,i,2%
COc1cccc(C2/C(=C(/O)c3ccc4c(c3)CC(C)O4)C(=O)C(=O)N2CCCn2ccnc2)c1 (configuration not stated),-15%,-10%,10%,-5%,4%,-1.6,7,?,3%
CC1CCCC(NC(=O)CCS(=O)(=O)c2ccc3c(c2)NC(=O)CS3)C1C (configuration not stated),-15%,30µM*,-8%,-2%,-12%,-1.6,-7,i,-1%
Fc1cccc2sc(N3CCOCC3)nc12,6%,-2%,-7%,0%,1%,-0.8,nt,-10%[57.5 µM],16%
O=C(CSc1nnc(CNC(=O)c2ccccc2)o1)NCCc1ccccc1,-6%,-9%,0%,-9%,0%,0.7,-8,-10%,1%
COc1ccc(NC(=O)Cn2c(=O)n(CCCC(=O)NCc3ccccc3OC)c(=O)c3ccccc32)cc1Cl,nt,nt,-1%,0%,nt,nt,nt,-34%[inhibitor],20%
CCOc1cc(C)c(C(C)C)cc1S(=O)(=O)NCc1ccccn1,-6%,-2%,2%,9%,1%,-2.9,nt,-20%[57.5 µM],0%
COC(=O)C1=C(C)N(CC2CC2)C(=NCc2cccc(C(F)(F)F)c2)N[C@H]1c1ccccc1,-20%,10%,-38%,-2%,0%,0.5,-3,-15%,-15%
COc1cccc2c(=O)c3c(cnn3C)n(C)c12,16%,-10%,i,6%,15%,-0.3,2,-4%,54%[activator]
CN1CCC2(CC1)N=C(c1ccc(F)cc1)C(=S)N2C(=O)c1ccccc1,-21%,?,-16%,-12%,0%,0.2,-2,i,-4%
CCc1c(C)nc2ncnn2c1N1CCCC(C(=O)NCc2cccs2)C1 (configuration not stated),-17%,-7%,12%,10%,0%,-3.7,0,i,25%
Cc1ccc(OCc2nnc(NC(=O)c3ccco3)s2)cc1,7%,-2%,12%,-6%,4%,-0.4,-22,-7%[57.5 µM],1%
O=C(Nc1ccc2oc(=O)ccc2c1)c1ccccc1[N+](=O)[O-],8%,-3%,-10%,8%,19%,0.1,-1,-7%,14%
O=C(O)c1ccccc1NC(=O)C1CCCO1 (configuration not stated),7%,-4%,8%,-3%,0%,-0.2,nt,?,6%
COc1ccc(OCC(=O)NNC(=O)Cc2coc3cc(OC)ccc23)cc1,6%,-12%,-2%,1%,0%,0.5,0,16%,-11%
CC1CCCCN1C(=O)Cn1cc(C#N)c2ccccc21 (configuration not stated),9%,1%,-10%,-11%,-5%,-0.2,-6,0%[57.5 µM],?
c1coc(C2Nc3ccccc3-c3nc4ccccc4n32)c1 (configuration not stated),-4%,-1%,1%,0%,17%,2.4,nt,-1%[57.5 µM],-6%
Clc1cccc(Cc2c(-c3ccccc3)nc3ccc(Cl)cn23)c1,-14%,-12%,-15%,2%,4%,2.5,3,-80%[inhibitor],?
c1ccc(-n2cc(CN3CCC(N4CCOCC4)CC3)c(-c3ccc4c(c3)OCO4)n2)cc1,1%,-14%,11%,20%,4%,0.1,3,i,?
O=C(CNC1CCCCC1)Nc1cccc(C(F)(F)F)c1,-13%,-4%,5%,1%,1%,-0.5,8,i,?
NC(=O)[C@H]1CC2(CC(c3cccc(NC(=O)[C@H]4CCC(=O)N4)c3)=NO2)CN1C(=O)c1cc([N+](=O)[O-])cc([N+](=O)[O-])c1 (some centres not stated),-1%,4%,1%,0%,5%,0.2,1,-24%,13%
COc1ccc(-n2nnnc2SCC(=O)Nc2ccc3c(c2)OCCO3)cc1OC,-29%,0%,?,7%,-11%,0.6,0,-30%[inhibitor],1%
Cc1ccccc1C(=O)Nc1ccnn1C1CCN(Cc2cnn(C(C)C)c2)CC1,13%,0%,-1%,-5%,4%,-2.8,3,i,-3%
CCOc1ccc(C(=O)Nc2ncn[nH]2)cc1,-3%,-9%,0%,2%,14%,0.7,-2,i,8%
CCOC(=O)c1ccc(CNC(=O)c2cc(COc3ccccc3SC)on2)o1,-6%,-10%,-14%,14%,12%,-0.4,1,-23%,?
COc1ccc(S(=O)(=O)N2CCOCC2)cc1C(=O)NC1CCCCCC1,-4%,-17%,8%,2%,15%,4.7,-3,-6%,8%
CCCCC1=CC2=CC(=O)C(C)(OC(=O)CC)C(=O)C2=CN1Cc1ccc(OC)cc1 (configuration not stated),6%,-27%,16%,8%,-12%,0.3,-3,i,6%
CCOc1cccc(C(=O)Nc2ccc3oc(-c4cccnc4)nc3c2)c1,-29%,-5%,-8%&6%,7%,3%,0.1,8,-47%&-44%,4%&-8%
CC(=O)Nc1ccccc1-c1nc2ccccc2nc1OCC(=O)c1ccc2ccccc2c1,-4%,-8%,?,-6%,8%,-2.2,nt,-3%,0%
O=C(CCc1nnc(-c2ccccc2)o1)NCc1cc(F)ccc1F,2%,-3%,9%,5%,4%,-1.8,-2,i,38%[activator]
CC(C)n1cnc2c(Nc3cccc(Cl)c3)nc(NCCCO)nc21,-7%,-9%,?,5%,-3%,0.6,-2,i,?
